TDP-43 yeast inh: inhibitors of TDP-43 toxicity in yeast. Potency, µM (doses to about 46.1 µM), inactives show at the highest dose growth rescue (activation), actives largely listed as activators. TDP-43 expressing yeast growth rescue, BacTiter-Glo, 24 h. 1.8% of 410,000 active. AID 652104; note: % of control where 0% means no effect; nearly all actives have a fitted effect of over 50% in size
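Readout is BacTiter-Glo luminescence of cell growth, so inhibitors register as activators. TDP-43-expressing yeast at OD600=0.02 in galactose medium, after raffinose pregrowth to mid-log, were incubated with compound for 24 hr at 30 deg C.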
HEK293 tox: cytotoxicity counter-screen for GLP-1 receptor inverse agonists. HEK293 cAMP-luciferase reporter cells, luminescence, 24 h. Potency, µM (highest dose often 38.3 µM), inactives show top-dose activity change, negative = inhibition, hits mostly inhibitors. 0.13% of 410,000 active. AID 624418;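 note: loss of luciferase light is scored as toxicity; % is set by controls: 0 for no effect and ±100 for the full control effect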
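Luminescence readout: signal drop marks cytotoxicity. Plated cells grew 12 h at 37 °C, 5% CO2, received 23 nL compound for 24 h, then got luciferase reagent, read after 12 min at RT.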
SW480 rerep: induces DNA re-replication in SW480 colon adenocarcinoma cells; Potency, µM (series often up to 46.1 µM), for inactives: at the top dose re-replication activation, most hits filed as activators; 1.8% of 340,000 active; AID 624297; SW480 DNA re-replication, Hoechst DNA content imaging, 48 h; note: % of control where 0% means no effect; nearly all actives have a fitted effect of over 55% in size
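Image-based read-out: total Hoechst fluorescence of nuclei (405 nm excitation, 500-530 nm emission), with hits raising the fraction of high-intensity nuclei. SW480 colon cells incubated 48 hr with compounds at 37 C.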
GLP-1R inv ag: inverse agonists of human GLP-1 receptor; AID 624417; P43220; Potency, µM (series often up to 38.3 µM), for inactives: at the top dose activity change, negative = inhibition, hits mostly inhibitors; HEK293 GLP-1R CRE-luciferase, luminescence, 24 h; GLP-1R form is constitutively active; 1.6% of 410,000 active; note: % is set by controls: 0 for no effect and ±100 for the full control effect; nearly all actives have a fitted effect of over 55% in size
Target sequence (P43220 whole entry, looked up): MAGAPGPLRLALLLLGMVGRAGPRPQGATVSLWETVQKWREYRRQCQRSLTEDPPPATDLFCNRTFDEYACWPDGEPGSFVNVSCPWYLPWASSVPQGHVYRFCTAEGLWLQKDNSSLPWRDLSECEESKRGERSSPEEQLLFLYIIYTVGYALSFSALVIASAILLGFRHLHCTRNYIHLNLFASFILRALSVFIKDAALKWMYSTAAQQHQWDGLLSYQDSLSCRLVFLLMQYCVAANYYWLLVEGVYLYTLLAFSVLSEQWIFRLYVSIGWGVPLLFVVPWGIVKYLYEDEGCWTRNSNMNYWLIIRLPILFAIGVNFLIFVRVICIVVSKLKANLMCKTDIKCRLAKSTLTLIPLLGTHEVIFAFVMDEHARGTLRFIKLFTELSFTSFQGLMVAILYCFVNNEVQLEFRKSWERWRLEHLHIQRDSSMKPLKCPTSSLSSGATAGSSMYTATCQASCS
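Inverse agonism was detected as reduced cAMP-driven luciferase luminescence after 24 h compound treatment. The cells were HEK293 clones expressing constitutively active human GLP-1R with the reporter. Reporter-only and GPR119 cell lines served as counterscreen controls.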
HT1080NT lethal: kills 2HG-producing HT-1080-NT fibrosarcoma cells; HT-1080-NT fibrosarcoma viability, CellTiter-Glo ATP luminescence, 48 h; Potency, µM (titrated, usually from 46.1 µM), for inactives: at the highest dose activity, negative = less viability, actives largely listed as cytotoxic; 1.6% of 360,000 active;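 note: NT is the 2HG producing partner of a matched IDH1 knockdown line; 0% = DMSO-treated cells and -100% = media-only wells without cells; nearly all actives have a fitted effect of over 55% in size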
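Viability of the 2HG-overproducing fibrosarcoma line after 48 hours of compound exposure at 37 degrees C was determined by luminescence with CellTiter-Glo, and concentration-effect curves were then fitted and categorized.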
KB-V1 cytotox: kills drug-selected multidrug resistant KB-V1 cells; AID 1347076; 3.4% of 400,000 active; Potency, µM (titrated, usually from 46.1 µM), for inactives: at the top dose activity change, negative = cytotoxicity, most hits filed as cytotoxic; KB-V1 MDR cells viability, CellTiter-Glo, 72 h; note: % is set by controls: 0 for no effect and ±100 for the full control effect; nearly all actives have a fitted effect of over 60% in size
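Cells of the MDR subline KB-V1 are plated, dosed with compound at multiple concentrations, and incubated 72 h at 37 degrees C; CellTiter-Glo is then added and luminescence read after 10 min.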
GLP1R ag: GLP-1 receptor (human) agonism. P43220. HEK293 GLP-1R CRE-luciferase, luminescence, 4-6 h; cells express a hypersensitive GLP-1R form. Potency, µM (top dose mostly 45.6 µM), without a hit: at the top dose activation, most hits filed as activators. 0.007% of 380,000 active. AID 624172; note: % of control where 0% means no effect
HT1080 IDH1KD tx: kills HT-1080 cells with IDH1 knockdown; HT-1080 IDH1 knockdown viability, ATP luminescence, 48 h; Potency, µM (doses to about 46.1 µM), for inactives: at the top dose activity, negative = toxicity, usual class: cytotoxic; 2% of 360,000 active; AID 686971;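 note: 0% = DMSO wells and -100% = cell-free medium wells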
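HT-1080-IDH1KD cells (IDH1 knocked down), 750/well in RPMI with 5% FBS, treated with compound 48 h at 37 degrees C. Viability by CellTiter-Glo luminescence, normalised to DMSO and no-cell wells; concentration-response curves classed.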
KB-3-1 cytotox: KB-3-1 parental cell cytotoxicity; KB-3-1 viability, CellTiter-Glo ATP luminescence, 72 h; Potency, µM (highest dose often 46.1 µM), inactives show at the top dose activity change, negative = cytotoxic, most hits filed as cytotoxic; 1.4% of 400,000 active; AID 1347075; note: % is set by controls: 0 for no effect and ±100 for the full control effect; nearly all actives have a fitted effect of over 60% in size
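Cytotoxicity in the drug-sensitive parental line KB-3-1 was scored as loss of CellTiter-Glo luminescence following 72 h incubation with compound. Values come from curve fitting of normalized concentration-response data.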
* marks the source's active call; other numbers are inactive results; ? = inconclusive; / = not tested or not shown; & = joins results of further samples; [ ] = remark or other dose. Calls come from the whole dose curve; as a rule, active = well fitted curve in the direction sought with a large enough effect; inconclusive = small, poorly fitted or top-dose-only effect, or another doubt; inactive = no such curve, though single readings can be large; an effect the other way counts as inactive or inconclusive. Potency is the fitted concentration of half-maximal effect.

SMILES	TDP-43 yeast inh	HEK293 tox	SW480 rerep	GLP-1R inv ag	HT1080NT lethal	KB-V1 cytotox	GLP1R ag	HT1080 IDH1KD tx	KB-3-1 cytotox
O=[N+]([O-])c1cccc(C2NCC(c3ccccc3Cl)c3c2[nH]c2ccccc32)c1 (stereo not drawn)	?	-3%[7.66 µM]	?	?	?	16µM*	-5%	26µM*	-19%
CCOc1ccc(C2=C(C=Nc3c(C)n(C)n(-c4ccccc4)c3=O)C(c3ccc(F)cc3)c3ccccc3O2)cc1 (stereo not drawn)	-2%	-9%	15%	?	5%	7%	-8%	0%	-4%
CCCc1ccc2oc(C(=O)N3CCN(CCC(N)=O)CC3)c(C)c2c1	-6%	-11%	-1%	-21%	-6%	0%	18%	-7%	0%
COc1ccc(CCN2CC(C(=O)NCCN3CCCC3=O)CCC2=O)cc1 (stereo not drawn)	-23%	-3%	-11%	3%	0%	3%	3%	-9%	9%
CCN(CC)C(=O)Cn1cc(C(=O)C(=O)NCCc2ccccc2)c2ccccc21	-11%	-8%	-6%	-26%	-1%	-15%	-3%	16%	9%
Cc1cccc(NCc2nc3ccccc3n2C)c1	-11%	30%[activator]	-10%	24%	-1%	?	-7%	4%	-2%
Cc1cccc(C)c1NC(=O)CS(=O)CC(=O)NCC1OCCc2ccccc21 (stereo not drawn)	8%	29%	-28%	-11%	-8%	0%	11%	-3%	9%
Cn1nnnc1SCC(=O)Nc1ccccc1Cl	-9%	67%[activator]	-9%	3%	-4%	-5%	13%	-3%	13%
Oc1ccc(-c2csc(Nc3ncccn3)n2)cc1O	-5%	?	25%	110%[activator]	-17%	-26%	11%	?	?
Cc1nc2c(C)cccc2c2c1CCS2	12%	-13%	-4%	4%	0%	-3%	10%	-7%	-13%
COc1ccc(CNS(=O)(=O)c2ccc(-c3cc(C)no3)cc2)cc1	0%	-10%	?	-28%	2%	-15%	-6%	-8%	-10%
CCn1cc(C(=O)N2CCN(c3cccc(C)c3)C(C)C2)c(=O)c2cc(S(=O)(=O)N3CCOCC3)ccc21 (stereo not drawn)	-10%	2%	/	11%	/	18%	0%	/	0%
CCOc1cc2[nH]c(=O)n(CCCCCC(=O)NC3CCCC3)c(=O)c2cc1OCC	12%	8%	-20%	1%	20%	2%	-3%	7%	-12%
O=C(Nc1cc(S(=O)(=O)N2CCOCC2)ccc1OCC(F)(F)F)c1ccc(N2CCCC2=O)cc1	9%	8%	-1%	15%	-4%	-10%	-4%	-6%	-3%
COc1ccc(C(=O)N(C)CC2CCN(CCc3cccc(C(F)(F)F)c3)CC2)cc1C	11%	?	?	?	-8%	3%	0%	1%	-29%
Cc1cccc(C(CC(=O)N2CCCCC2)c2ccccc2)c1O (stereo not drawn)	7%	2%	2%	-30%	9%	0%	-3%	4%	-10%
COc1ccc(NC(=O)COC(=O)[C@@H]2CCCN2C(=O)c2cccs2)cc1	29%	9%	-7%	0%	3%	9%	1%	3%	7%
COc1ccc(-c2nnn(-c3ccc(Cl)cc3Cl)c2N)cc1	?	-9%	-22%	16%	13%	-1%	2%	6%	1%
COc1ccc(CCN(C)c2ccc(S(=O)(=O)N3CCCC3)cn2)cc1OC	13%	-1%	2%	85%[activator]	7%	?	16%	2%	3%
COc1cc(NC(=O)CN2CCN(c3ccc(F)cc3)CC2)cc(OC)c1	8%	-11%	/	-29%	/	11%	/	/	0%
CC(=N/O)/C(=N\O)c1ccc(C)o1	5%	70%[activator]	-9%	19%	14%	0%	6%	16%	-1%
CC(NCc1ccc2c(c1)OCO2)c1ccccc1 (stereo not drawn)	-23%	-7%	6%	-7%	-2%	-44%	-1%	-3%	-10%
COc1ccc(NC(C)=O)c2nc(C)c(C)nc12	-21%	-8%	-2%	44%[activator]	?	-26%	4%	-11%	17%
COc1ccc(-c2csc(C)n2)cc1Br	11µM*	-11%	4%	68%[activator]	11%	-2%	?	11%	-3%

A stretch of the results above, as a working copy:
SMILES	TDP-43 yeast inh	HEK293 tox	SW480 rerep	GLP-1R inv ag	HT1080NT lethal	KB-V1 cytotox	GLP1R ag	HT1080 IDH1KD tx	KB-3-1 cytotox
Cc1nc2c(C)cccc2c2c1CCS2	12%	-13%	-4%	4%	0%	-3%	10%	-7%	-13%
COc1ccc(CNS(=O)(=O)c2ccc(-c3cc(C)no3)cc2)cc1	0%	-10%	?	-28%	2%	-15%	-6%	-8%	-10%
CCn1cc(C(=O)N2CCN(c3cccc(C)c3)C(C)C2)c(=O)c2cc(S(=O)(=O)N3CCOCC3)ccc21 (stereo not drawn)	-10%	2%	/	11%	/	18%	0%	/	0%
CCOc1cc2[nH]c(=O)n(CCCCCC(=O)NC3CCCC3)c(=O)c2cc1OCC	12%	8%	-20%	1%	20%	2%	-3%	7%	-12%
O=C(Nc1cc(S(=O)(=O)N2CCOCC2)ccc1OCC(F)(F)F)c1ccc(N2CCCC2=O)cc1	9%	8%	-1%	15%	-4%	-10%	-4%	-6%	-3%
COc1ccc(C(=O)N(C)CC2CCN(CCc3cccc(C(F)(F)F)c3)CC2)cc1C	11%	?	?	?	-8%	3%	0%	1%	-29%
Cc1cccc(C(CC(=O)N2CCCCC2)c2ccccc2)c1O (stereo not drawn)	7%	2%	2%	-30%	9%	0%	-3%	4%	-10%
COc1ccc(NC(=O)COC(=O)[C@@H]2CCCN2C(=O)c2cccs2)cc1	29%	9%	-7%	0%	3%	9%	1%	3%	7%
COc1ccc(-c2nnn(-c3ccc(Cl)cc3Cl)c2N)cc1	?	-9%	-22%	16%	13%	-1%	2%	6%	1%
COc1ccc(CCN(C)c2ccc(S(=O)(=O)N3CCCC3)cn2)cc1OC	13%	-1%	2%	85%[activator]	7%	?	16%	2%	3%
COc1cc(NC(=O)CN2CCN(c3ccc(F)cc3)CC2)cc(OC)c1	8%	-11%	/	-29%	/	11%	/	/	0%
CC(=N/O)/C(=N\O)c1ccc(C)o1	5%	70%[activator]	-9%	19%	14%	0%	6%	16%	-1%

Further compounds:
SMILES	TDP-43 yeast inh	HEK293 tox	SW480 rerep	GLP-1R inv ag	HT1080NT lethal	KB-V1 cytotox	GLP1R ag	HT1080 IDH1KD tx	KB-3-1 cytotox
O=Cc1ccccc1Oc1ccccc1	-8%	-10%	1%	1%	0%	?	-4%	0%	0%
Cc1ncc(CN2CCC(CO)(CCOc3ccccc3)CC2)s1	-17%	13%	-6%	-12%	0%	?	8%	-15%	1%
O=C(O)C1C2C=CC(O2)C1C(=O)NCCc1cccc(Cl)c1 (stereo not drawn)	-13%[0.397 µM]	-1%	-6%	-5%	-6%	13%	9%	-2%	0%
COc1ccc(CCNC(=O)[C@@H](NC(=O)c2ccccc2F)C(C)C)cc1OC	-4%	-4%[7.66 µM]	-5%	21%[7.66 µM]	5%	?	-1%	9%	11%
CN1CCN(C(=S)NC(=O)c2ccc(S(=O)(=O)N3CCOCC3)cc2)CC1	-9%	1%	-35%[inhibitor]	1%	?	-1%	-1%	-5%	21%
O=C(CCCN1C(=O)c2ccccc2C1=O)Oc1ccc(Cl)cc1	8%	-15%	3%	-2%	0%	-3%	-1%	2%	1%
O=C(O)c1ccccc1C(=O)NNc1ccc(Cl)cc1Cl	0%	?	-70%[inhibitor]	?	-16%	-19%	-2%	-12%	3%
CN(C)c1ccc(C(=O)OCC(=O)NCC2CCCO2)cc1 (stereo not drawn)	17%	-16%	-17%	-7%	-5%	5%	4%	0%	-1%
O=C(CN(Cc1ccco1)C(=O)c1ccc(F)cc1F)Nc1ccccc1C(F)(F)F	1%	1%	-7%	-16%	0%	5%	-2%	1%	7%
COc1cc(CCC(=O)OCc2ccccc2C#N)cc(OC)c1OC	28%	16%	-3%	-1%	9%	3%	3%	-1%	0%
N#C/C(C(=S)Nc1ccccc1)=C1/NN=C(N2CCOCC2)N1c1ccccc1	-20%[0.397 µM]	?	12%	15%	4%	2%	7%	-21%	20%
CC1(c2ccccc2)NC(=O)N(CC(=O)NCc2ccc3c(c2)OCO3)C1=O (stereo not drawn)	-13%	-5%	-11%	1%	3%	5%	3%	-10%	-7%
O=C(Nc1ccc(Oc2ccccc2)cc1)C1CCN(c2ncccn2)CC1	0%	-16%	-13%	-49%	3%	-8%	-5%	-1%	3%
COc1cccc(CN2CCN(C(=O)c3cc(-c4ccccn4)nc4ccc(Cl)cc34)CC2)c1	12%[9.22 µM]	-10%	0%	?	-19%	-24%	5%	-1%	-19%
Oc1c(I)cc(I)c2cccnc12	-46%[inhibitor]	-9%	?	-15%	3.7µM*	?	1%&-7%	?	-3%
Nc1ccccc1SCC(=O)Nc1ccc(N2CCOCC2)cc1	-2%	-1%	-6%	7%	-18%	16%	5%	?	11%
Cc1cc(S(=O)(=O)Nc2ccc(C(=O)O)cc2)c(C)c(S(=O)(=O)c2ccc(Cl)cc2)c1	?	1%	/	-15%	/	?	/	/	0%
CC1(C)Cc2c(sc(NC(=O)C(=O)NCCCN3CCOCC3)c2C(N)=O)CO1	-1%	-6%	20%	14%	8%	-3%	-3%	3%	1%
CCCN(c1ccc(C(=O)OC)cc1)S(=O)(=O)c1ccccc1	3%	-7%	-8%	23%	17%	-4%	4%	2%	0%
CC(C)(CO)CNC(=O)c1ccc2nc(Cc3cccc(Cl)c3)oc2c1	-15%	16%	-8%	-11%	-2%	-13%	7%	-19%	-2%
O=C(C[C@@H]1CC[C@@H]2[C@H](COC[C@H](O)CN2S(=O)(=O)c2ccccc2)O1)Nc1ccccc1	0%	3%	/	7%	18%	-2%	/	16%	21%

Screening results deposited in PubChem by National Center for Advancing Translational Sciences (NCATS).
